TrxR1 substrate: qHTS Assay for Substrates of Mammalian Selenoprotein Thioredoxin Reductase 1 (TrxR1): qHTS; Thioredoxin reductase 1, cytoplasmic (Rattus norvegicus), O89049; purified TrxR1 substrate turnover, NADPH consumption readout; Potency, µM (top dose mostly 114 µM), for the others: at the highest dose activity change, negative = substrate turnover; 390,000 tested, 0.01% active; AID 588456, 2011; also: potency is read from the fitted curve at half-maximal effect; % is scaled to controls: 0 for no effect and ±100 for the full control effect; nearly all actives have a fitted effect of over 50% in size
Target sequence (O89049 whole entry, looked up): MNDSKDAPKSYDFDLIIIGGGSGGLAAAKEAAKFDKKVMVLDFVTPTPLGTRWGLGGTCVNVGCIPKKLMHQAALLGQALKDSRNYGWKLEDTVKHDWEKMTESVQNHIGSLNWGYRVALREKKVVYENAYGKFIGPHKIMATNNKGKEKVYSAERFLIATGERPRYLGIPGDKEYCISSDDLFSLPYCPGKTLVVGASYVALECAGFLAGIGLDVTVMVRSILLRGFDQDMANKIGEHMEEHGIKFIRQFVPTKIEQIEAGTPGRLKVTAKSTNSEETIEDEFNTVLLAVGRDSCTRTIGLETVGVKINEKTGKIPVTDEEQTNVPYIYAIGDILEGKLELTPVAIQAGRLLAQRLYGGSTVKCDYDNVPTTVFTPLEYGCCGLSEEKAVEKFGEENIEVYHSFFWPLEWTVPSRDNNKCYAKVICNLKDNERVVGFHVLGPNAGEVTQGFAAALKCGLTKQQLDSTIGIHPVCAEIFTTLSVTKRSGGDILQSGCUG
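Rat TrxR1, dispensed at 90 nM, was prereduced with 400 uM NADPH (final) for 5 min at ~22 deg C, then incubated with compound 15 min before 400 uM selenite. A first-read NADPH fluorescence drop versus no-compound background flagged substrates.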
USP1 inh: Inhibitors of USP1/UAF1: Primary Screen | recombinant USP1/UAF1, Ub-Rhodamine cleavage fluorescence | Potency, µM (doses to about 57.1 µM), without a hit: top-dose activity change, negative = inhibition, most hits filed as inhibitors | 390,000 tested, 0.23% active; also: potency is read from the fitted curve at half-maximal effect; % is scaled to controls: 0 for no effect and ±100 for the full control effect; nearly all actives have a fitted effect of over 60% in size; inactives centre near -12
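USP1/UAF1 complex at 1 nM was preincubated with compound for 15 min at room temperature, then Ub-Rho substrate (150nM final) was added. Fluorescence (480/540 nm) was read kinetically, 6 reads every 60 seconds.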
Vif-A3F inh: qHTS for Inhibitors of Vif-A3F Interactions: qHTS. 390,000 tested, 0.2% active. HeLa A3F-eYFP + Vif (tagged APOBEC3F with the HIV-1 protein that degrades it), YFP fluorescence increase. AID 602313, 2012. Potency, µM (titrated, usually from 46.1 µM), inactives show at the top dose activity, negative = active; also: potency is read from the fitted curve at half-maximal effect; % of control where 0% means no effect; nearly all actives have a fitted effect of over 65% in size
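HeLa cells stably expressing A3F-eYFP plus Vif, plated and incubated overnight at 37 deg C, then exposed to compounds overnight at 37 deg C. Blocked degradation read as raised yellow fluorescence (Ex 488/Em 500-530).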
Vif-APOBEC3G blk: qHTS for Inhibitors of Vif-A3G Interactions: qHTS. HeLa A3G-eYFP + Vif (tagged APOBEC3G with the HIV-1 protein that degrades it), YFP fluorescence, overnight. Potency, µM (highest dose often 46.1 µM), without a hit: at the top dose activity, negative = active, actives largely listed as inhibitors. 410,000 tested, 0.076% active. AID 602310, 2012;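 also: potency is read from the fitted curve at half-maximal effect; % is scaled to controls: 0 for no effect and ±100 for the full control effect; nearly all actives have a fitted effect of over 60% in size; hits raise eYFP signal because A3G escapes Vif-driven loss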
Target sequence (Q9HC16 whole entry, looked up): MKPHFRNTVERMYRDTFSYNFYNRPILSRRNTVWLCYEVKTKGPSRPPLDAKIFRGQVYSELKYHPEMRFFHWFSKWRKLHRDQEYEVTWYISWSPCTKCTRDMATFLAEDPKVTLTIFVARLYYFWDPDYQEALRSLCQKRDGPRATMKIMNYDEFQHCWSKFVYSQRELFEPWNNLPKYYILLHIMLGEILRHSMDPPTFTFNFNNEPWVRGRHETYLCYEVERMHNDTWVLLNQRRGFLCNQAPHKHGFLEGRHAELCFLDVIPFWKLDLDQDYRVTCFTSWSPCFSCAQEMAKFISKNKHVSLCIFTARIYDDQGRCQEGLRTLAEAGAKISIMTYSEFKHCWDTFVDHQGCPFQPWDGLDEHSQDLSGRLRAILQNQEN
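Read-out is eYFP fluorescence (Ex 488/Em 500-530) from Vif-expressing HeLa A3G-eYFP cells; more signal means A3G escaped Vif-mediated degradation. Cells plated overnight, compound pinned in, incubated overnight at 37 deg C.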
RGS4 inh: Inhibitors of Regulator of G Protein Signaling (RGS) 4: qHTS; Transcreener GDP fluorescence polarization, RGS4-accelerated GTP hydrolysis; 390,000 tested, 0.039% active; Potency, µM (doses to about 114 µM), without a hit: top-dose activity change, negative = inhibition, hits mostly inhibitors; also: potency is read from the fitted curve at half-maximal effect; % is scaled to controls: 0 for no effect and ±100 for the full control effect; nearly all actives have a fitted effect of over 75% in size; some results filed as inactive show a strong effect at the top dose
Target sequence (P49798 whole entry, looked up): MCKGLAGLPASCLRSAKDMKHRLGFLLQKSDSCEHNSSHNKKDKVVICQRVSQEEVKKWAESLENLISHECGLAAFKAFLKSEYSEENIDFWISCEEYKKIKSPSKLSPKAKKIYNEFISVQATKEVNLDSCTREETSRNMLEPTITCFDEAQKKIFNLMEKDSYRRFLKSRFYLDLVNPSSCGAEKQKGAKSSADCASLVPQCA
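MLSMR compounds (23 nl, pin-transferred) preincubated 10 min at room temperature with a 500nM (2x) first reagent, then RGS4 at 900nM (2x) plus Transcreener GDP mix added; fluorescence polarization (620/688 nm) read before and after 90 min at 30 °C.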
IDH1 R132H inh: qHTS for Inhibitors of mutant isocitrate dehydrogenase 1 (IDH1): qHTS | Isocitrate dehydrogenase [NADP] cytoplasmic (Homo sapiens), O75874 | IDH1-R132H enzyme, NADPH consumption, diaphorase/resazurin fluorescence | Potency, µM (highest dose often 76.6 µM), without a hit: at the highest dose activity change, negative = inhibition, usual class: inhibitors | 390,000 tested, 0.093% active | AID 602179, 2012; also: potency is read from the fitted curve at half-maximal effect; % is scaled to controls: 0 for no effect and ±100 for the full control effect; nearly all actives have a fitted effect of over 65% in size
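IDH1-R132H (0.5 ug/mL) preincubated 30 min with compound, then NADPH (0.016 mM) and alpha-KG (2 mM) added; 80 min at RT, pH 7.5. Remaining NADPH coupled via diaphorase/resazurin to fluorescence (540/590 nm); concentration-response curves normalized to no-enzyme control.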
TrxR1 inh: qHTS Assay for Inhibitors of Mammalian Selenoprotein Thioredoxin Reductase 1 (TrxR1): qHTS; Thioredoxin reductase 1, cytoplasmic (Rattus norvegicus), O89049; recombinant rTrxR1, NADPH fluorescence consumption, selenite substrate; Potency, µM (titrated, usually from 114 µM), without a hit: top-dose activity change, negative = inhibition, actives largely listed as inhibitors; 390,000 tested, 1% active; AID 588453, 2011; also: potency is read from the fitted curve at half-maximal effect; % is scaled to controls: 0 for no effect and ±100 for the full control effect; nearly all actives have a fitted effect of over 65% in size
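Rat TrxR1 (90 nM in the dispensed reagent) was pre-reduced with 400 uM NADPH for 5 min at room temperature, then incubated with compound for 15 min. After 400 uM selenite was added, NADPH fluorescence (Ex 340/Em 450 nm) was followed for 8 min.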
Glioma ERSR ind: qHTS for Inducers of the Endoplasmic Reticulum Stress Response (ERSR) in Human Glioma: qHTS; U87-MG GRP78 promoter luciferase reporter, 16 h; Potency, µM, without a hit: at the top dose activation, actives largely listed as activators; 420,000 tested, 0.02% active; AID 602332, 2012; also: potency is read from the fitted curve at half-maximal effect; series mostly up to about 76 µM; % of control where 0% means no effect; nearly all actives have a fitted effect of over 35% in size
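Stably transfected U87-MG glioma cells carrying a GRP78-based luciferase sensor; 16 h compound incubation. Luminescence end-point read 10 min after Bright-Glo addition at room temperature.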
LDHA block: qHTS assay for inhibitors of human lactate dehydrogenase; purified LDHA, NADH/diaphorase-resazurin fluorescence; active compounds read low; AID 1347041, 2019; 480,000 tested, 0.15% active; activity change, % (values are at about 110 or 230 µM); in the data active = activity change below about -30%; inconclusive = mostly about -25% to -30%;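 also: plate controls were DMSO wells for no effect and wells without enzyme for full effect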
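Human LDH5 (2 nM) was incubated with 0.06 mM NADH and 0.2 mM pyruvate for 5 min at room temperature in Tris pH 7.4. Remaining NADH was coupled through diaphorase/resazurin, and resorufin fluorescence was read at 0 and 20 min.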
* hit, by the source's call; ? = inconclusive; . = not tested or not shown; & = joins results of further samples; [ ] = dose if it differs, or a comment. Unless noted, calls follow the shape of the dose curve; as a rule, active = well fitted curve in the direction sought with a large enough effect; inconclusive = small, poorly fitted or top-dose-only effect, or another doubt; inactive = no such curve, though single readings can be large; an effect the other way counts as inactive or inconclusive.

Sequence of screens – TrxR1 substrate	USP1 inh	Vif-A3F inh	Vif-APOBEC3G blk	RGS4 inh	IDH1 R132H inh	TrxR1 inh	Glioma ERSR ind	LDHA block
OCCNc1nc2ccccc2[nH]1
→ 10.8%[57.1 µM]	-13.8%	-1.7%	0.0%	10.4%	1.7%	14.2%[57.1 µM]	-4.0%	-4.4
Cc1cc(NC(=O)C(C)SCC(=O)Nc2cc(C(F)(F)F)ccc2N2CCOCC2)no1 (stereo not given)
→ -1.7%[57.1 µM]	-6.4%	-7.6%	0.7%	11.3%	0.0%	-1.2%[57.1 µM]	3.6%	-10.2
CCc1ccccc1NC(=O)Cn1c(SCc2ccc(F)cc2)nc2ccncc21
→ -7.1%	-13.4%	4.2%	4.1%	-22.8%	-0.7%	-3.1%	0.9%	-22.0
N/C(=N\C(=S)Nc1ccccc1)c1ccccc1
→ -6.9%	-23.0%	6.4%	0.8%	-19.5%[56.9 µM]	6.3%	1.7%	8.5%	-2.3
COc1ccc(OC)c(C(=O)Cn2cnc3ccccc3c2=O)c1
→ 1.3%	-4.9%	-1.1%	2.3%	7.5%	3.7%	19.2%	-2.7%	-0.2
COc1ccc(NC(=O)c2ccco2)cc1NC(=O)COc1ccc(Cl)cc1C
→ 5.8%	-26.6%	5.0%	-6.5%	25.6%	-5.1%	12.4%	-3.3%	-8.2
C1CCc2nnnn2CC1
→ 10.3%[57.1 µM]	.	.	.	29.7%&140.0%[56.9 µM]	.	19.6%[57.1 µM]	-3.3%&-2.2%&-1.8%&-4.6%&-3.4%	.
CCCC1=C(C(=O)OCC)C(c2ccncc2)n2ncnc2N1 (stereo not given)
→ -5.6%	-8.9%	-10.0%	1.6%	-2.3%	4.7%	6.3%	-4.8%	-11.3
OCC1(CO)COC(c2ccccc2)=N1
→ 2.9%	3.9%	8.5%	4.2%	24.7%	5.7%	24.3%	-3.0%	-9.8
O=C(CCS(=O)(=O)c1cccc2nonc12)N1CCCc2ccccc21
→ 3.9%	-18.6%	.	-2.7%	7.7%	-1.2%	?	-2.3%	-4.6
Cc1[nH]c(C)c(S(=O)(=O)NCc2ccc(Cl)cc2)c1C(=O)N1CCCC1
→ 0.4%	-22.6%	2.1%	1.8%	-24.8%	0.0%	9.3%	-3.8%	0.2&-6.9
CCOC(=O)c1c(C)nc2sccn12
→ 6.6%	-9.7%	0.7%	-0.4%	1.4%	-0.5%	17.0%	0.0%	0.7
CC(C)c1cc(C(=O)OCC(=O)NC2CC2)c(O)c(C(C)C)c1
→ .	-5.6%	-1.1%	-2.8%	.	-0.3%	.	-1.1%	-7.4
C/C(CC(=O)Nc1cccc(C(F)(F)F)c1)=N\NC(=O)C(=O)NCC(C)C
→ 3.3%[57.1 µM]	?	-0.4%	-6.4%	-29.2%	1.1%	-11.4%[57.1 µM]	-5.0%	-0.1
O=C(O)c1cccc(NS(=O)(=O)c2ccc(Cl)c(C(=O)Nc3cccc([N+](=O)[O-])c3)c2)c1
→ -16.4%[57.1 µM]	-9.9%	-9.1%	1.1%	0.9%	4.8%	15.1%[57.1 µM]	-4.5%	-1.0
Cc1c(-c2nc(-c3ccccc3)no2)nnn1-c1cccc(C(F)(F)F)c1
→ -1.4%[57.1 µM]	20.4%	-0.2%	-2.1%	12.5%	-4.3%	7.7%[57.1 µM]	3.5%	-6.9
CCOc1cc(C(=O)Nc2nnc(C)s2)cc(OCC)c1OCC
→ 0.2%[57.1 µM]	-19.8%	0.3%	-4.2%	-7.6%	-11.7%	5.0%[57.1 µM]	-3.0%	-9.1
CCn1ncc(C(=O)Nc2ccc(S(=O)(=O)N3CCCC3)cc2)c1C
→ -6.2%	-14.7%	.	0.2%	0.7%	0.4%	-10.5%	-5.0%	0.9
CCOC(=O)C1CCN(C(=O)CNC(=O)c2nn(-c3ccc(OC)cc3)c(=O)c3ccccc23)CC1
→ -3.4%	-8.4%	2.3%	5.5%	22.7%	10.7%	5.9%[57.1 µM]	3.2%	-5.4
CCOC(=O)N1CCC(NC(=O)CN2C(=O)CCSc3ccccc32)CC1
→ 2.0%	-24.0%	-2.9%	-2.1%	-17.4%	10.2%	11.8%	-2.3%	-0.4
Cc1cccc2nc(CNc3ccc(F)cc3)cn12
→ 10.3%[57.1 µM]	-2.2%	1.1%	-4.7%	16.9%	5.7%	15.3%[57.1 µM]	2.9%	-3.6
Cc1[nH]c2ccccc2c1C(=O)CSc1nnc(C2CC2)o1
→ 3.2%	-19.8%	13.4%	-5.0%	-10.2%	6.9%	15.9%	-0.8%	-2.4&4.7
CCN(CC)C(=O)CSc1nnc(-c2ccco2)n1Cc1ccco1
→ 5.6%	-3.4%	-4.7%	-7.2%	-4.7%	3.0%	?	-6.2%	8.7
O=C(NCc1ccc(F)cc1)c1noc2c1CCCC2
→ 11.2%	-10.1%	-4.6%	-9.1%	20.4%	14.6%	30.6%	1.3%	-6.6
CC(C)CN(CC(C)C)c1nc(N)c(C#N)c(CC#N)c1C#N
→ 5.9%	?	-16.1%	-13.6%	-20.1%	-9.0%	14.8%	-6.7%	5.5
CNC(=O)CSc1nnc(-c2ccco2)n1-c1ccccc1OC
→ 5.1%	-12.2%	-5.3%	6.0%	8.5%	1.2%	-4.6%	-4.4%	-4.7
O=C1C=CN(C2OC(CO)C(O)C2O)C(=O)C1 (stereo not given)
→ .	-14.5%	-4.4%	4.8%	.	13.1%	.	-6.0%	-3.3
CCOc1ccc(-c2nc(C#N)c(N3CCN(Cc4ccccc4)CC3)o2)cc1
→ 33.4%	-4.0%	1.7%	-0.5%	-19.5%	-0.1%	19.7%	-1.9%	-10.9&3.7
COc1cc(-c2ccc(NC(=O)CN3CCC(C)CC3)c(OC)c2)ccc1NC(=O)CN1CCC(C)CC1
→ -4.2%	-16.9%	6.3%	-0.8%	-1.7%	-9.7%	-7.7%	-1.5%	-5.9
C=CCSc1nn2c(=O)c3ccccc3nc2s1
→ 1.1%	-3.4%	-5.7%	-3.2%	-30.1%	7.3%	1.8%	-4.2%	-5.6
Cn1nnnc1SCC(=O)c1c(N)n(C)c(=O)n(C)c1=O
→ -1.3%	-4.4%	0.2%	-4.0%	4.6%	1.0%	-2.0%[57.1 µM]	-4.4%	-0.1
COc1cc(/C=C2/C(=O)N(c3ccc(C(=O)O)cc3)N=C2C)cc(OC)c1O
→ -11.3%	?	7.1%	0.9%	-43.2%	12.8%	-34.0%	-1.5%	36.3
CCOC(=O)Cn1nnc(-c2cccc(OC)c2)n1
→ 12.5%	-14.5%	2.6%	1.4%	-10.6%	1.9%	24.7%	8.4%	-8.1
COc1ccc(-c2cc3ncc(C(C)=O)c(C)n3n2)cc1
→ 15.2%	-10.1%	1.3%	1.1%	-5.2%	-9.2%	37.8%	3.2%	-0.6
NC(=S)NNc1c(F)c(F)c(F)c(F)c1F
→ 7.7%[57.1 µM]	-11.2%	2.1%	-14.5%	?	-4.0%	14.7%[57.1 µM]	-8.4%	2.6
O=C(Nc1ccc(NC(=O)c2ccccc2)nc1)c1ccncc1
→ 1.0%	-24.4%	5.4%	0.2%	?	-0.2%	5.8%	1.4%	2.3
CC(C)NC(=O)c1cc2c(C(F)(F)F)nn(C)c2s1
→ -3.9%[57.1 µM]	-16.9%	5.9%	-0.1%	5.9%	1.1%	16.0%[57.1 µM]	-3.6%	-1.4
C/C(=N\NC(=S)NCc1ccccc1)c1ccc(Cl)cc1
→ -16.9%	2.8%	0.2%	0.8%	-2.8%	6.4%	-25.7%	-2.8%	-1.1
COc1ccc(C2=CC(=O)C[C@H](c3ccc(F)cc3)C2)c(F)c1F
→ -2.2%[57.1 µM]	-26.2%	-0.8%	0.3%	13.7%	5.5%	18.0%[57.1 µM]	-6.0%	-0.9
COc1cccc(OC)c1C(=O)N1CCN(Cc2ccncc2)CC1
→ 1.0%	-11.9%	1.6%	1.2%	-3.5%	12.3%	5.4%	-5.0%	-24.2
CCCCOc1ccc(C(=O)NCCS(=O)(=O)N2CCN(c3ccc(F)cc3)CC2)cc1
→ 4.5%[57.1 µM]	-15.7%	0.6%	-3.9%	6.2%	4.6%	30.0%[57.1 µM]	-3.9%	2.2
Cc1cc(Cl)ccc1NC(=O)Cn1nnc2sc(-c3ccccc3)cc2c1=O
→ 4.5%	-6.0%	.	.	-5.6%	.	13.7%	.	1.2

Some of the compounds tested (hit frequency here may not be typical).
